Compound activity as filed in PubChem BioAssay.
DPM-DC inhibit = S. pneumoniae DPM-DC inhibitors, primary screen, biochemical, PK/LDH-coupled NADH fluorescence | diphosphomevalonate decarboxylase (Streptococcus pneumoniae D39) | purified DPM-DC | calls only at 10 µM | AID 556, 2006 | actives 0.49% (n = 65,000);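 active = the 320 compounds with the highest percent inhibition in the single-dose primary screen, excluding strongly autofluorescent ones, cut at about 32% in these data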;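 note: kinetic rate of NADH fluorescence loss reporting ADP formed by the decarboxylase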
HT1080 cytotoxicity = cytotoxicity in HT1080 fibrosarcoma cells, cell-based, fluorescence readout (AID 620); HT1080 viability, fluorescence; higher % means a stronger effect; cytotoxicity, % at 10 µM, or EC50 in µM where a hit was titrated; actives 0.42% (n = 87,000);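 note: cells exposed to compound overnight then 4 h with Alamar Blue; 0% = vehicle DMSO and 100% = killing control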
Spn PMK inh = S. pneumoniae PMK inhibitors, primary screen, biochemical, mevalonate pathway, pilot trial included; phosphomevalonate kinase (Streptococcus pneumoniae D39); purified PMK, PK/LDH-coupled NADH absorbance 340 nm; inhibition, % at 10 µM; actives 0.49% (n = 65,000);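 active = top-ranked compounds by inhibition in the single 10 µM screen, taking a fixed number of the strongest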;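 note: 0% = full reaction with DMSO carrier and 100% = background rate without enzyme reaction; no value below 0 was filed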
KRASV12 cytotoxicity = cytotoxicity in KRAS-transformed pancreatic duct cells, primary screen, cell-based, fluorescence, HTS (AID 431). one-dose cytotoxicity, % at 10 µM; EC50 in µM for titrated hits. actives 1.7% (n = 63,000). HPDE-C7K KRASV12 cells, Alamar Blue viability, 48 h; higher % means a stronger effect;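 active = compounds whose percent cytotoxicity in the single-dose primary screen, scaled between solvent and toxic-drug controls, exceeds 50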;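 note: 0% = DMSO solvent wells and 100% = doxorubicin-treated wells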
Alkaline phosphatase = human TNAP enzyme inhibitors, biochemical, luminescent (AID 518); actives 0.09% (n = 64,000); Alkaline phosphatase, tissue-nonspecific isozyme (Homo sapiens); purified TNAP enzyme, luminescent substrate readout; higher % means a stronger effect; one-dose inhibition, % at 20 µM; IC50 in µM for titrated hits; in the data active = a potency from the dose series; inactive = the rest, 99 in 100 with inhibition below about 22%;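 note: plate controls were vehicle for no effect and reference inhibitor for full effect; many of its hits are not listed in these tables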
LYP inhibition = LYP phosphatase inhibitors, primary screen, biochemical, DiFMUP fluorescence, recombinant catalytic domain, 10 µM (AID 606); inhibition, % at 10 µM, or IC50 in µM where a hit was titrated; Tyrosine-protein phosphatase non-receptor type 22 (Homo sapiens); 52,000 tested, under 10 active; recombinant LYP catalytic domain, DiFMUP fluorescence; higher % means a stronger effect;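 active = IC50 under 40 µM in the dose-response test; inactive = IC50 of 40 µM or more, or never dose-tested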
Spn MK inh = S. pneumoniae MK inhibitors, primary screen, biochemical, PK/LDH-coupled NADH absorbance | purified MK, PK/LDH-coupled NADH absorbance 340 nm | inhibition, % at 10 µM | actives 0.48% (n = 65,000);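 active = ranked among the strongest by inhibition in the single 10 µM screen, a fixed top-ranked set picked for dose follow-up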; note: no value below 0 was filed
Bfl-1 displacement = Bfl-1 inhibitors, primary screen, biochemical, fluorescence polarization, FITC-Bid, mouse (AID 432); FITC-Bid BH3 peptide fluorescence polarization displacement; higher % means a stronger effect; displacement, % at 20 µM; hits with a dose series show IC50 in µM; actives 0.02% (n = 64,000); in the data active = a potency from the dose series; inactive = the rest, 99 in 100 with displacement below about 15%; note: strong numbers were not always called active
HPDE-C7 cytotoxicity = cytotoxicity in HPDE-C7 cells, cell-based, fluorescence, HTS (AID 430); actives 1.8% (n = 63,000); HPDE-C7 pancreatic duct cells viability, fluorescence; higher % means a stronger effect; cytotoxicity, % at 10 µM; hits with a dose series show EC50 in µM;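 note: cells exposed to compound for 48 hours before viability readout; 0% = vehicle and 100% = reference cytotoxic drug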
Spn PMK inh pilot replicates = second read-out of Spn PMK inh, no call of its own (marks repeat the call); inhibition, %; measured here: pilot screen replicates
Spn MK inh pilot replicates = further read-out of Spn MK inh, marked with its call; inhibition, %; measured here: pilot screen replicates
DPM-DC inhibit pilot screen % = also measured in DPM-DC inhibit; calls as there; inhibition, %; measured here: pilot screen trials
* marks the source's active call; other numbers are inactive results; i = inactive; x = no result given. Cut-off read from the data, not from the text of the source, unless noted: active = cytotoxicity above about 50%; inactive = the rest.

SMILES	DPM-DC inhibit	HT1080 cytotoxicity	Spn PMK inh	KRASV12 cytotoxicity	Alkaline phosphatase	LYP inhibition	Spn MK inh	Bfl-1 displacement	HPDE-C7 cytotoxicity	others
O=S(=O)(CCc1nc2ccccc2o1)c1ccc(Cl)cc1	i	7%	8	-2%	14%	9%	12	-13%	-5%
O=C(Nc1cnc2sccn2c1=O)c1ccccc1Cl	i	0%	0	-6%	2%	x	8	6%	-8%
O=C(c1ccccc1)N1CCCCC(Sc2nnc3ccccn23)C1=O (stereo not given)	i	1%	14	-7%	10%	12%	6	4%	-19%
O=C(Nc1ccc(Oc2ccccc2)cc1)C1CCN(c2ncccn2)CC1	i	14%	18	-12%	10%	4%	0	-6%	-17%
CCSC1=N/C(=C\c2ccc3c(c2)OCO3)C(=O)S1	i	-5%	1	41%	15%	0%	6	2%	38%
CCN(CC)CCN(Cc1cc2cc3c(cc2[nH]c1=O)OCCO3)C(=O)NC1CCCCC1	x	-24%	16	-13%	4%	x	8	5%	-15%
COc1cc2[nH]c(=S)n(CCN3CCOCC3)c(=O)c2cc1OC	i	-2%	0	18%	9%	9%	11	-11%	-6%
O=C(Cn1cccc1)NCc1cccs1	i	-5%	13	2%	8%	12%	10	-2%	1%
O=C(Cn1nnc(-c2ccc(Cl)cc2)n1)NCCC1=CCCCC1	i	2%	18	3%	1%	9%	5	-5%	-6%
CS(=O)(=O)c1ccc2nc(NC(=O)CC3CCCC3)sc2c1	i	11%	14	-9%	7%	5%	2	-7%	4%
Nc1nonc1-c1nc2ccccc2n1Cc1ccc(F)cc1Cl	i	0%	4	-22%	-5%	2%	2	1%	-18%
Cc1ccc(NC(=O)COC(=O)c2ccc3c(c2)NC(=O)C2CCCN32)cc1C (stereo not given)	i	-4%	4	16%	10%	7%	4	0%	14%
CC1CCN(S(=O)(=O)c2cccc(C(=O)N(C)C3CCS(=O)(=O)C3)c2)CC1 (stereo not given)	i	-2%	10	6%	9%	9%	16	-2%	8%
N=c1sccn1CC(=O)NCCc1ccc(Cl)cc1	i	5%	22	x	8%	x	0	6%	x
COC(=O)c1cc(NC2c3ncccc3C(=O)N2Cc2ccccc2)cc(C(=O)OC)c1 (stereo not given)	i	-2%	16	5%	3%	0%	8	0%	-6%
O=C(COC(=O)c1cc(S(=O)(=O)N2CCCCC2)ccc1N1CCOCC1)NC1CCCCC1	i	-2%	10	-10%	15%	-9%	2	3%	-6%
O=C(NCCc1ccccc1)C(c1cccs1)N(C(=O)c1csnn1)C1CC1 (stereo not given)	i	15%	10	-7%	9%	x	9	-2%	-15%
CSc1nc2c(c(=O)n1-c1ccc(F)cc1)SCC2	i	3%	6	x	x	2%	7	x	x
CCC1Oc2ccccc2N(CC(=O)NCCCN2CCCCC2CC)C1=O (stereo not given)	i	1%	18	-6%	-5%	13%	0	-6%	-8%
CCOC(=O)c1c(N)sc(C(=O)N2CCCCCC2)c1C	i	-7%	25	-18%	-2%	14%	4	-1%	-10%

The last 5 compounds of the section before are carried over, then new ones follow:
SMILES	DPM-DC inhibit	HT1080 cytotoxicity	Spn PMK inh	KRASV12 cytotoxicity	Alkaline phosphatase	LYP inhibition	Spn MK inh	Bfl-1 displacement	HPDE-C7 cytotoxicity	others
O=C(COC(=O)c1cc(S(=O)(=O)N2CCCCC2)ccc1N1CCOCC1)NC1CCCCC1	i	-2%	10	-10%	15%	-9%	2	3%	-6%
O=C(NCCc1ccccc1)C(c1cccs1)N(C(=O)c1csnn1)C1CC1 (stereo not given)	i	15%	10	-7%	9%	x	9	-2%	-15%
CSc1nc2c(c(=O)n1-c1ccc(F)cc1)SCC2	i	3%	6	x	x	2%	7	x	x
CCC1Oc2ccccc2N(CC(=O)NCCCN2CCCCC2CC)C1=O (stereo not given)	i	1%	18	-6%	-5%	13%	0	-6%	-8%
CCOC(=O)c1c(N)sc(C(=O)N2CCCCCC2)c1C	i	-7%	25	-18%	-2%	14%	4	-1%	-10%
CN(C1CCS(=O)(=O)C1)S(=O)C12CC3CC(CC(C3)C1)C2 (stereo not given)	i	2%	15	-5%	10%	10%	0	0%	-24%	Spn PMK inh pilot replicates=1.0;Spn MK inh pilot replicates=0.0;DPM-DC inhibit pilot screen %=1.0
Cc1ccc(S(=O)(=O)N2C(=O)CCC2C(=O)Nc2ccc3c(c2)OCCO3)cc1 (stereo not given)	i	12%	0	-3%	4%	0%	6	-5%	0%	Spn PMK inh pilot replicates=0.5;Spn MK inh pilot replicates=0.5;DPM-DC inhibit pilot screen %=0.0
COc1ccc(NC(=O)c2cc(S(=O)(=O)N3CCCCC3)ccc2N2CCCCC2)cn1	i	0%	16	-19%	-3%	10%	0	2%	-4%
CCC(c1nnnn1Cc1cccs1)N1CCN(C2CCCC2)CC1 (stereo not given)	i	0%	13	22%	5%	-1%	6	-6%	10%
COc1ccc(CN2C(=O)CCC2(C)C(=O)NC2CCCCCC2)cc1 (stereo not given)	i	0%	0	x	0%	6%	0	-5%	x
COc1ccccc1COCC(O)CNCC1(N2CCCCC2)CCCCC1 (stereo not given)	i	15%	16	-2%	9%	9%	41*	-10%	6%
Cc1ccc(F)cc1NC(=O)c1ccc2c(c1)OCO2	i	3%	9	-5%	15%	-2%	7	-4%	6%
COC(=O)c1ccccc1NC(=O)Cn1cc2c(n1)CCC(C)C2 (stereo not given)	i	-2%	13	-8%	6%	-2%	0	9%	-7%
O=C(CC1Sc2ccccc2NC1=O)OCC(=O)N1CCc2ccccc21 (stereo not given)	i	-4%	13	-16%	15%	1%	3	4%	-9%
Cc1cccc2c1CC(C)(C)N=C2C1=C(O)CCCC1=O	i	-5%	10	5%	8%	6%	0	-9%	3%
COc1ccc2ccccc2c1C1CC(=O)N2CN(C)CSC2=C1C#N (stereo not given)	i	-5%	6	-22%	0%	-1%	24	5%	-19%
COc1ccc(-c2cc(=O)n(-c3nc4ccccc4[nH]3)[nH]2)cc1	i	6%	4	10%	-11%	5%	9	-6%	35%
CC(NC(=O)c1ccc2c(c1)OCO2)C(c1cccs1)N1CCOCC1 (stereo not given)	i	5%	15	9%	15%	-5%	0	-3%	-6%	Spn PMK inh pilot replicates=2.0;Spn MK inh pilot replicates=8.0;DPM-DC inhibit pilot screen %=0.0
CCC(=O)Nc1ccc(S(=O)(=O)N2CCc3ccccc3C2)cc1	i	-11%	0	-1%	10%	15%	0	-2%	-3%
COc1ccc(N(CC(=O)Nc2cccc(SC)c2)S(C)(=O)=O)cc1	i	-6%	9	0%	8%	10%	8	-3%	6%
Cc1ccc(-n2nc3c([n+]2[O-])CCc2c-3no[n+]2[O-])cc1	i	-15%	23	12%	6%	15%	0	1%	5%
O=C(O)COc1ccc2occ(C(=O)c3ccccc3)c2c1	i	3%	0	-18%	10%	x	3	6%	-21%	Spn PMK inh pilot replicates=0.0;Spn MK inh pilot replicates=0.0;DPM-DC inhibit pilot screen %=0.0
O=C(Cn1[nH]c(=O)c2ccccc2c1=O)Nc1ccc2c(c1)CCC2	i	1%	12	11%	2%	11%	17	-1%	-1%
COCCn1c(C)cc(C(=O)CSc2nnc3ccccn23)c1C	i	x	5	10%	8%	11%	8	0%	1%
COc1ccccc1CNC(=O)C1CCCN1S(=O)(=O)c1cccc2cccnc12 (stereo not given)	i	-2%	0	13%	2%	9%	6	-1%	4%
CCCNS(=O)(=O)c1ccc(CCC(=O)N2CCC(C)CC2)cc1	i	2%	12	4%	-2%	x	12	4%	3%
Cc1ccc(N2C(=O)c3ccccc3C2O)nc1 (stereo not given)	i	x	5	8%	16%	10%	6	-2%	-8%	Spn PMK inh pilot replicates=3.0;Spn MK inh pilot replicates=3.0;DPM-DC inhibit pilot screen %=0.0
CCOC(=O)c1c(CN2CCN(C)CC2)n(C)c2cc(Br)c(OC)cc12	i	2%	0	-8%	5%	12%	6	-6%	-10%
Cn1cc(CN2CCN(c3ccccc3)CC2)c2ccccc21	i	29%	11	7%	8%	-3%	0	-6%	-6%
CCc1cc(Br)ccc1N1C(=O)C2CC=CCC2C1=O (stereo not given)	i	-4%	9	0%	13%	2%	11	-5%	0%
c1ccc(Sc2nc(N3CCCCC3)nc(N3CCCCC3)n2)nc1	i	x	14	-16%	4%	x	0	-4%	-13%
CCOC(=O)c1c(-c2cccs2)csc1NC(=O)CN1CC(C)OC(C)C1 (stereo not given)	i	0%	16	61%*	10%	3%	0	-6%	61%*
C/C=C/c1ccc(OCCSc2nc(C)cc(=O)[nH]2)c(OC)c1	i	-1%	3	11%	5%	10%	14	3%	5%

For reference, 4 of the compounds above:
SMILES	DPM-DC inhibit	HT1080 cytotoxicity	Spn PMK inh	KRASV12 cytotoxicity	Alkaline phosphatase	LYP inhibition	Spn MK inh	Bfl-1 displacement	HPDE-C7 cytotoxicity	others
CCc1cc(Br)ccc1N1C(=O)C2CC=CCC2C1=O (stereo not given)	i	-4%	9	0%	13%	2%	11	-5%	0%
c1ccc(Sc2nc(N3CCCCC3)nc(N3CCCCC3)n2)nc1	i	x	14	-16%	4%	x	0	-4%	-13%
CCOC(=O)c1c(-c2cccs2)csc1NC(=O)CN1CC(C)OC(C)C1 (stereo not given)	i	0%	16	61%*	10%	3%	0	-6%	61%*
C/C=C/c1ccc(OCCSc2nc(C)cc(=O)[nH]2)c(OC)c1	i	-1%	3	11%	5%	10%	14	3%	5%
